BoNT-F LC inh = blocks Botulinum neurotoxin F light chain protease; Multiplex microsphere protease cleavage assay, flow cytometry; inhibition, % at 10 µM; hit rate 0.22% among 360,000; AID 588497; in the data active = inhibition above about 35%, passing the limit was not always enough; inconclusive = no clear call, values can overlap the other calls; also: plate controls were buffer without enzyme for full effect and enzyme alone for no effect
Mtb BioA inh = BioA (M. tuberculosis) enzyme inhibition; purified M. tuberculosis BioA enzyme, plate reader; inhibition, % at 9.99 µM; hit rate 0.096% among 360,000; AID 602481; in the data active = inhibition above about 40%; inconclusive = no clear call, values can overlap the other calls
Anthrax LF inh2 = anthrax lethal factor protease inhibition; multiplex microsphere protease cleavage assay, LF; inhibition, % at 10 µM; hit rate 0.12% among 360,000; AID 588501; also: plate controls were buffer without enzyme for full effect and enzyme alone for no effect
UGM FP inh = blocks M. tuberculosis UGM enzyme | hit rate 0.06% among 320,000 | P9WIQ1 | purified UGM, fluorescence polarization probe displacement | inhibition, % at 10 µM | AID 504406; in the data active = inhibition above about 10%, passing the limit was not always enough; inconclusive = no clear call, values can overlap the other calls
Target sequence (P9WIQ1 whole entry, looked up): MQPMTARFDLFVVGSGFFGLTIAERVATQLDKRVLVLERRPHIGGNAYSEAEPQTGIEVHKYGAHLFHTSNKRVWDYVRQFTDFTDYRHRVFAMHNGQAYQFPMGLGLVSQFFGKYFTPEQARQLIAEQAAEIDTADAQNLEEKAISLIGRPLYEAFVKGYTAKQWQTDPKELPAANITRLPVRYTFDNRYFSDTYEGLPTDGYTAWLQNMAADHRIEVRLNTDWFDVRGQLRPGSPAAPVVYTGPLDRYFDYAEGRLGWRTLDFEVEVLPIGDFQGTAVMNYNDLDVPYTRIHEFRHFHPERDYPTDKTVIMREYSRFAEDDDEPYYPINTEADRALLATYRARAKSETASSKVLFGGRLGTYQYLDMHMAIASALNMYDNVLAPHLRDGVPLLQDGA
PfHsp40 rescue = restores yeast growth despite PfHsp40 toxicity. S. cerevisiae expressing PfHsp40, growth rescue, ATP luminescence. growth rescue, % at 12.5 µM. AID 504582. hit rate 0.68% among 340,000; in the data active = growth rescue above about 28%, passing the limit was not always enough; inconclusive = no clear call, values can overlap the other calls;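 also: yeast W303a lacking pdr1 and pdr3 grown in galactose medium; growth measured after three days at 30 °C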
FadD28 binding = blocks FadD28 binding to the bisubstrate probe; fluorescence polarization; inhibition, % at 12.5 µM; hit rate 0.22% among 360,000; AID 588549; in the data active = inhibition above about 8.5%, passing the limit was not always enough; inconclusive = no clear call, values can overlap the other calls
FBA Mtb inh = inhibitors of M. tuberculosis fructose-bisphosphate aldolase; purified M. tuberculosis FBA, fluorescence read-out; inhibition, % at 1 µM; hit rate 2.3% among 360,000; AID 588726; in the data active = inhibition above about 27%;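 also: 0% = vehicle and 100% = reference inhibitor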
Target sequence (P9WQA3 whole entry, looked up): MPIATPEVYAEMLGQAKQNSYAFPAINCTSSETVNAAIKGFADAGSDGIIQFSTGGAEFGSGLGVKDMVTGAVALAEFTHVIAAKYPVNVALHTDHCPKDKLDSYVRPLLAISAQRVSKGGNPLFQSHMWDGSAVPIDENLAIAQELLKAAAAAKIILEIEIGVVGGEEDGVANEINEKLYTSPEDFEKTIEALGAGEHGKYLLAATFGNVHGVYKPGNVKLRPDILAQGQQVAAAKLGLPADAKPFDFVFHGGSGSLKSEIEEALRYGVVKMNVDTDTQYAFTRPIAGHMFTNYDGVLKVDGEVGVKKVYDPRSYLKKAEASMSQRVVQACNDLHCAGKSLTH
GDH-TPI inh = counter-screen for M. tuberculosis FBA inhibitors: GDH-TPI coupled enzymes; hit rate 1.2% among 360,000; GDH-TPI coupled enzyme counterscreen, NADH absorbance; inhibition, % at 4.8 µM; in the data active = inhibition above about 30%;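 also: 0% = DMSO wells and 100% = wells lacking the enzyme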
BoNT A protease = BoNT A light chain protease inhibition | multiplex microsphere protease substrate cleavage, flow cytometry | inhibition, % at 10 µM | hit rate 0.17% among 360,000; also: plate controls were buffer without enzyme for full effect and enzyme alone for no effect
* = called active by the depositor; ? = inconclusive; · = no result given; & = joins results of further samples. Rule as the data show it, unless noted: active = inhibition above about 30%; inconclusive = no clear call, values can overlap the other calls; inactive = below that.

1. O=C(N/N=C/C=C/c1ccccc1)c1cccs1
2. C[C@H]1C=C(C(=O)O)O[C@@H](OCc2ccc(CO)cc2)C1
3. O=[N+]([O-])c1cc(C(F)(F)F)cc([N+](=O)[O-])c1NCc1cccnc1
4. Cc1c(C(C)CCCO)oc(=O)c2c1Oc1c(C)c(C(C)C[C@H](C)O)oc(=O)c1C2 (some centres not stated)
5. COc1cccc(CC(=O)Nc2nc(-c3cccnc3)cs2)c1
6. Cn1c(=O)n(C)c2cc(S(=O)(=O)Nc3ccccc3C(=O)O)ccc21
7. O=C1OCCN1C(=O)[C@H]1[C@H](c2ccc(Cl)cc2)C(c2ccccc2)=NN1c1ccc(Br)cc1
8. CC1CCN(C(=O)CS(=O)(=O)Cc2ccccc2)CC1
assay / compound	1	2	3	4	5	6	7	8
BoNT-F LC inh	-5	2	0	-2	5	7	-2	-2
Mtb BioA inh	·	-0.2	·	-0.1	·	1.6	-0.8	2.6
Anthrax LF inh2	0	-4	2	4	1	-7	-5	-7
UGM FP inh	0.5	1.9	0.5	-0.9	-4.3	-0.4	·	0.1
PfHsp40 rescue	-0.5	-1.2	-1.5	-1.2	1.4	-0.5	0.7	-1.0
FadD28 binding	-1.1	-2.2	-0.9	-2.1	-1.6	-0.4	-2.2	-3.6
FBA Mtb inh	-2	-1	-6	6	4	29*	34*	-2
GDH-TPI inh	3	10	20	10	3	11	9	-17
BoNT A protease	-1.3	-0.3	0.5	0.6	3.9	0.2	0.5	-1.1

9. COc1ccc(NC(=O)c2scc(S(=O)(=O)C(C)C)c2N)cc1
10. N#Cc1cccnc1N1CCN(C(=O)COCC(=O)O)CC1
11. Cc1c(C)c2ccc(OCC(=O)NC3CCN(Cc4ccccc4)CC3)cc2oc1=O
12. Cc1ccccc1C(=O)Nc1ccc(O)cc1C(=O)O
13. ON=C1c2cc(OCCN3CCCCC3)ccc2-c2ccc(OCCN3CCCCC3)cc21
14. COC(=O)c1ccc(/C=N/N2CCN(Cc3ccccc3Cl)CC2)cc1
15. Cc1cccc(OCC(=O)Nc2ccncc2)c1
16. O=C(c1cc(-c2ccccc2)on1)N(Cc1cccnc1)C(c1ccccn1)c1nc2ccccc2[nH]1 (configuration not stated)
assay / compound	9	10	11	12	13	14	15	16
BoNT-F LC inh	·	-10	1	-2	?	?	-4	-10
Mtb BioA inh	·	·	-12	-0.3	0.1	·	·	-1.3
Anthrax LF inh2	·	3	-1	-4	2	-10	-6	7
UGM FP inh	0.1	0.8	1.0	-0.4	0.6	-0.5	-1.0	·
PfHsp40 rescue	-1.5	-0.7	-0.2	-1.1	0.0	-0.7	-1.6	·
FadD28 binding	-0.2	-1.4	-0.4	-1.9	-3.3	-1.3	-2.8	-3.6
FBA Mtb inh	-6	22	39*	4	3	1	-2	0
GDH-TPI inh	12	-1	13	2	-5	1	-7	·
BoNT A protease	·	0.1	1.9	-0.3	-3.5	?	0.4	-0.9

17. C/C(=N\NC(=O)c1ccc(CSc2nncn2C)cc1)c1ccc2ccccc2c1
18. Cc1nc(Nc2c(Cl)cccc2Cl)sc1C(=O)Nc1ccccc1
19. COc1ccc(-c2nn(-c3ccccc3)cc2C(=O)NC(=S)Nc2cc(Cl)ccc2Cl)cc1
20. Cc1ccc(Cl)cc1N1CCN(C(=O)c2noc(C)c2[N+](=O)[O-])CC1
21. O=C(Nc1ccc(Br)cc1)N1C[C@H]2C[C@@H](C1)c1cccc(=O)n1C2
22. COc1ccc(-c2c(-c3ccsc3)oc(=O)c3cc(OC)c(OC)cc23)cc1
23. COC(=O)C(CC(C)C)NC(=O)c1ccc([N+](=O)[O-])c(C)c1 (configuration not stated)
24. CCOC(=O)Nc1ccc(NC(=O)c2ccccc2F)cc1
assay / compound	17	18	19	20	21	22	23	24
BoNT-F LC inh	1	-4	-4	·	-7	-6	4	-1
Mtb BioA inh	·	·	·	-9.6	0.1	-1.3	-0.4	·
Anthrax LF inh2	1	1	4	·	-3	-2	-3	0
UGM FP inh	-1.0	3.4	-1.2	2.5	-0.1	0.1	0.4	-1.7
PfHsp40 rescue	-1.2	-0.4	0.0	-0.9	-1.8	1.0	-1.1	0.7
FadD28 binding	-3.0	-4.8	-2.8	-4.4	-1.2	-3.1	-1.1	-0.4
FBA Mtb inh	-1	-4	1	1	4	2	1	3
GDH-TPI inh	0	-1	10	-1	-4	20	-6	16
BoNT A protease	-0.2	-1.1	0.1	·	-0.3	-0.3	0.4	0.0

25. O=C1CC(C(=O)Nc2ccc(Cl)c(Cl)c2)S/C(=N\N=C\c2ccco2)N1 (configuration not stated)
26. CCSc1nc2cc(OC)c(OC)cc2c(=O)n1CCc1ccccc1
27. CCOC(=O)C1CCN(C(=O)COC(=O)/C=C/c2cccc(OC)c2OC)CC1
28. O=S1(=O)CCN2C=C(Br)C=C(Br)C2=N1
29. CCOc1ccc(S(=O)(=O)NCCC(=O)N2CCN(c3ccccc3O)CC2)cc1
30. CCCCCn1c(CN2CCN(c3cccc(Cl)c3)CC2)nc2c1c(=O)[nH]c(=O)n2C
31. O=C(Nc1ccc(CN2CCOCC2)cc1)c1ccc(F)cc1
32. CSCCC(NS(=O)(=O)c1ccc2c(c1)OCCO2)C(=O)N(C)Cc1ccccc1F (configuration not stated)
assay / compound	25	26	27	28	29	30	31	32
BoNT-F LC inh	-3	-9	12	-14	-3	-2	35*	0
Mtb BioA inh	·	-1.6	-1.7	-1.1	-0.5	·	-0.4	-2.2
Anthrax LF inh2	-5	-5	9	0	?	-8	1	1
UGM FP inh	2.5	3.6	1.0	2.3	-1.9	-1.9	-1.6	-0.6
PfHsp40 rescue	-1.9	-0.6	0.9	-1.5	0.1	1.7	-0.7	-0.9
FadD28 binding	-0.1	-3.6	-2.4	-0.8	-1.8	-1.7	0.6	·
FBA Mtb inh	0	-2	-1	29*	-2	-2	1	-1
GDH-TPI inh	14	-1	14	30	-7	2	2	2
BoNT A protease	0.0	-0.5	1.0	0.5	1.7	0.3	-0.2	-0.1

Complete entries, quoted from the list. Order of screens: BoNT-F LC inh | Mtb BioA inh | Anthrax LF inh2 | UGM FP inh | PfHsp40 rescue | FadD28 binding | FBA Mtb inh | GDH-TPI inh | BoNT A protease
CCCCCn1c(CN2CCN(c3cccc(Cl)c3)CC2)nc2c1c(=O)[nH]c(=O)n2C reads -2 | · | -8 | -1.9 | 1.7 | -1.7 | -2 | 2 | 0.3
O=C(Nc1ccc(CN2CCOCC2)cc1)c1ccc(F)cc1 reads 35* | -0.4 | 1 | -1.6 | -0.7 | 0.6 | 1 | 2 | -0.2

Further structures:
33. O=C(Nc1ncccn1)c1ccc([N+](=O)[O-])o1
34. COc1ccc(S(=O)(=O)N(C)C)cc1NC(=O)COc1ccc2c(c1)CCC2
35. CC(C)CC(N)c1csc(Nc2ncccn2)n1 (configuration not stated)
36. COc1ccc(C2=NOC(COc3ccc([N+](=O)[O-])cc3)C2)cc1 (configuration not stated)
37. O=C(/C=C/c1ccc([N+](=O)[O-])cc1)c1ccco1
38. C/C(=N\NC(=O)c1cc(-c2ccc(Br)s2)[nH]n1)c1ccncc1
39. CNC(=S)N1CCn2cccc2C1c1cc(OC)c(OC)c(OC)c1 (configuration not stated)
40. Cc1ccc(S(=O)(=O)Nc2nc(N)n(-c3ccccc3)n2)cc1
assay / compound	33	34	35	36	37	38	39	40
BoNT-F LC inh	0	2	-4	·	1	0	-5	-5
Mtb BioA inh	·	0.8	-0.6	·	-0.5	-1.4	·	·
Anthrax LF inh2	-5	3	-6	·	8	0	-10	-4
UGM FP inh	0.5	·	·	2.4	-3.6	1.5	-0.2	1.2
PfHsp40 rescue	0.3	·	·	1.2	1.5	2.9	0.3	0.1
FadD28 binding	-1.3	-1.5	0.1	-0.3	-3.8	-0.5	-0.8	-4.0
FBA Mtb inh	17	-4	2	-1	0	3	0	-2
GDH-TPI inh	11	5	-8	15	9	6	3	-4
BoNT A protease	-0.2	0.4	0.0	·	-1.7	0.9	-1.0	-1.1

41. COc1ccccc1OCCNC(=O)c1cccc(S(=O)(=O)NCc2ccccc2)c1
42. C/C(=N\NC(=O)c1ccccc1O)c1ccc(Br)s1
43. O=C(COC(=O)C1=COCCO1)Nc1ccc(F)cc1
44. CN(C)C(/C=C/Nc1ccc(F)cc1)=C(C#N)C#N
45. C[C@@H]1CN([C@@H](C)CO)C(=O)CCCn2cc(nn2)CO[C@H]1CN(C)S(=O)(=O)c1ccc(Cl)cc1
46. Cc1oc2cc(Br)c(O)c(Br)c2c1-c1ccccc1
47. CCOC(=O)c1sc(C(=O)OCC)c(OCCO)c1OCCO
48. Cc1cc(Oc2ccccc2)nc(N2CCOCC2)n1
assay / compound	41	42	43	44	45	46	47	48
BoNT-F LC inh	-12	2	·	0	-2	-14	?	-8
Mtb BioA inh	8.6	·	0.4	0.6	0.6&-0.9&-0.7	-3.8	-0.6	-0.9
Anthrax LF inh2	-3	0	·	-4	-8	15	?	-10
UGM FP inh	2.1	2.3	-0.2	-0.8	·	4.9	0.2	2.4
PfHsp40 rescue	1.4	-1.0	0.1	0.5	·	97*	-0.7	-0.6
FadD28 binding	-2.5	-2.5	-0.6	-0.2	0.1	0.2	-0.5	0.7
FBA Mtb inh	0	-3	-2	-3	2	6	2	8
GDH-TPI inh	4	30	2	-8	7	12	5	-1
BoNT A protease	-0.8	-0.3	·	-0.7	-0.3	0.1	?	0.2

49. Cc1c(Nc2cc(Cl)c3nonc3c2[N+](=O)[O-])c(=O)n(-c2ccccc2)n1C
50. COCCn1c(SCC(=O)Nc2ccc(NC(C)=O)cc2)nc2c([nH]c3ccccc32)c1=O
51. Cc1ccc(N2C(=O)N(CC(=O)NC(c3ccccc3)c3ccccc3)C(=O)C2C)cc1 (configuration not stated)
52. O=C(/C=C/c1ccccc1Cl)OCC(=O)c1ccc[nH]1
53. COc1ccc(/C=C/C(=O)N(C)C2CCCCC2)cc1Br
54. NC(=O)c1cccc(-c2ccnc3c2CC(C(=O)NCc2ccco2)O3)c1 (configuration not stated)
55. COc1ccc(NC(=O)C2=CN3CCS(=O)(=O)N=C3C=C2)c(OC)c1
56. CCOc1ccc2c(c1)C(=O)c1cc(OCC(=O)O)ccc1-2
assay / compound	49	50	51	52	53	54	55	56
BoNT-F LC inh	-3	-8	6	-4	1	7	-6	-1
Mtb BioA inh	·	8.6	-0.2	-1.3	·	1.7	0.5	3.8
Anthrax LF inh2	0	-3	-2	-6	-7	2	-7	-1
UGM FP inh	·	-2.0	0.4	-1.0	-0.1	·	-1.6	1.8
PfHsp40 rescue	0.2	0.1	-1.6	-1.6	8.2	·	-1.0	0.3
FadD28 binding	0.8	-1.4	-1.5	·	-1.5	-3.0	-2.3	0.0
FBA Mtb inh	-5	1	-3	0	1	0	4	0
GDH-TPI inh	0	13	-4	8	4	2	-2	2
BoNT A protease	-0.8	3.3	-0.4	-1.3	-1.3	0.2	0.9	-0.5

57. Cc1ccc(C(=O)C(=O)c2ccc(C)c(N)c2)cc1N
58. C#CCN(C[C@H]1[C@H](OC(=O)NC2CCCC2)[C@H](OC(=O)NC2CCCC2)C[C@@H](C(=O)OC)[C@H]1C(=O)OC)S(=O)(=O)c1ccc(C)cc1
59. COc1ccc([N+](=O)[O-])c(S(=O)(=O)c2ccc(Cl)cc2)n1
60. O=[N+]([O-])c1cc2c(c3cccnc13)COCO2
61. CCOC(=O)CSC1=C(C#N)C(=O)NC2(CCCCC2)S1
62. O=C(CCc1nnc(CCC2CCCCC2)o1)NCCc1ccccn1
63. CC(=O)N1CCN(C(=O)c2ccc(-c3ccccc3Cl)o2)CC1
64. C=CCNC(=S)N1CCN(Cc2ccc3c(c2)OCO3)CC1
assay / compound	57	58	59	60	61	62	63	64
BoNT-F LC inh	?	0	4	-14	-6	0	-5	?
Mtb BioA inh	0.2	1.0	-2.1	·	1.5	·	1.5	4.1
Anthrax LF inh2	13	-6	-1	-5	-3	1	-1	2
UGM FP inh	-1.9	·	4.7	·	-0.7	2.8	-0.3	1.7
PfHsp40 rescue	-0.6	·	50*	0.2	0.1	1.4	-0.1	-1.6
FadD28 binding	-2.9	-0.4	-1.5	-3.4	-1.7	-0.7	0.6	-3.0
FBA Mtb inh	-1	1	0	-3	2	0	3	-3
GDH-TPI inh	10	4	2	3	19	9	9	7
BoNT A protease	-4.5	-0.4	-3.8	-1.4	-0.4	-0.4	-6.1	-2.2
